Assay outcomes as filed in PubChem BioAssay.
cardiac RTF act = cardiac RTF calcium sensitization; P19429+P45379; IANBD-labeled TnC RTF fluorescence at EC20 calcium; 0% EC20 calcium, 100% full calcium; activation, % at 7.2 µM; actives 0.24% (n = 340,000); AID 493008;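 active = activation above the mean over all tested compounds plus 3 SD, cut at about 30% in these data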;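 note: rise in fluorescence read as greater calcium sensitivity of cardiac thin filaments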
Keap1 Nrf2 FP = Keap1-Nrf2 (human) interaction inhibition; actives 0.15% (n = 340,000); Keap1 Kelch-Nrf2 peptide fluorescence polarization, 1536-well; inhibition, % at 9.4 µM; Q14145; AID 504523; in the data active = inhibition above about 12%;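 note: human Keap1 Kelch domain with fluorescein labeled Nrf2 9mer peptide probe; 0% = neutral control wells and 100% = peptide positive control; higher means more block of Keap1 binding to Nrf2 peptide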
Target sequence (Q14145 whole entry, looked up, the tested form may be a part): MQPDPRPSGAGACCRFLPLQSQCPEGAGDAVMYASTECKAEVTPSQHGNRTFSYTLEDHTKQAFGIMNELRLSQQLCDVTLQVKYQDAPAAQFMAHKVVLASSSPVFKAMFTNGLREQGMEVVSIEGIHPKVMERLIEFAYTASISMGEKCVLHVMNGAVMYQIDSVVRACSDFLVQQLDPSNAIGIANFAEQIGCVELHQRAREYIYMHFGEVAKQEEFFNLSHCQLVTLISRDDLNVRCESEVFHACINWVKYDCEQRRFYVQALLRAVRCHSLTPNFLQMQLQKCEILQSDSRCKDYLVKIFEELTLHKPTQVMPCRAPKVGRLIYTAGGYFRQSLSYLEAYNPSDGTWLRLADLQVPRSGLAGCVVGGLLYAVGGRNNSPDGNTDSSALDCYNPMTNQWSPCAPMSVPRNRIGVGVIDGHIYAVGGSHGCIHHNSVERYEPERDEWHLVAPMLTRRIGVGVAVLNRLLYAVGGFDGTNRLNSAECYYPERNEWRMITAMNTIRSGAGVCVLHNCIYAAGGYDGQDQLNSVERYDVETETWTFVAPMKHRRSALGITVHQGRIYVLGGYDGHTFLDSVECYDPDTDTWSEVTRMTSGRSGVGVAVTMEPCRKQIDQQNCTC
MOR-DOR ag = agonists of human mu-delta opioid receptor heterodimerization; activation, % at 9.3 µM; P35372+P41143; cells, OPRM1-OPRD1 heterodimerization, luminescence; actives 0.3% (n = 340,000); in the data active = activation above about 18%;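 note: 0% = vehicle-treated cells and 100% = reference agonist; values of inactives mirror those of a sister screen read the other way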
V-ATPase pHluor = regulators of yeast V-ATPase proton transport; S. cerevisiae, pHLuorin cytosolic pH fluorescence; response, % at 10 µM; actives 0.37% (n = 350,000); AID 504577; in the data active = response mostly above about 7.3%, no sharp cut-off; inactive = mostly below about 5.4%; note: actives read high; inactives centre near 0; some compounds called inactive have numbers as strong as hits; reference of the scale not given here
OPRM1-OPRD1 inv = inverse agonists of human mu-delta opioid receptor heterodimerization; cell-based MOR-DOR heterodimer luminescence, inverse agonism; actives 0.21% (n = 340,000); P35372+P41143; inhibition, % at 9.3 µM; in the data active = inhibition above about 22%, passing the limit was not always enough;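 note: 0% = cells with DMSO and 100% = wells without cells with DMSO; values of inactives mirror those of a sister screen read the other way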
Arr AP2 block = inhibitors of human beta-arrestin and AP2 interaction; inhibition, % at 10 µM; AID 504490; FITC-arrestin peptide / GST-AP2 beads, flow cytometry; AP2 beta2 appendage carries R879A mutation; actives 0.31% (n = 340,000);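 active = inhibition above a set limit, near 3 SD of compounds lacking own fluorescence, cut at about 54% in these data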;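 note: plate controls were DMSO wells for no effect and 5 µM unlabelled arrestin peptide for full effect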
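System: GST-AP2 R879A glutathione beads; medium: PBS, Tween 20 0.05%, BSA 0.1%; reagent: fluorescein-tagged arrestin peptide at 50 nM final; schedule: pre-incubation 12 min, peptide binding 1 h, room temperature; detection: flow cytometry, FL1 (488/535 nm); read-out: inhibition as reduced fluorescein signal on beads, percent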
LANA DNA inh = KSHV C-LANA DNA binding inhibition | actives 0.078% (n = 340,000) | AID 504423 | MBP-C-LANA/FAM-LBS DNA binding, fluorescence polarization | inhibition, % at 9 µM;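 active = highest replicate inhibition at or above 60% at 9 µM, even if other replicates fall short; inactive = all replicates below 60% inhibition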;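 note: 0% = neutral control wells and 100% = 4 µM acridine orange control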
Pemphigus Ab inh = inhibitors of pemphigus antibody binding to human desmoglein-3. P32926. DSG3-coupled beads, scFv-anti-DSG3-GFP binding, flow cytometry; hits give low values. binding (percent of control), % at 10 µM. actives 0.48% (n = 310,000). AID 588358;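 active = binding more than 3 SD below its plate's average and above zero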;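 note: hits lower antibody fragment binding to DSG3; some compounds called inactive have numbers as strong as hits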
Wnt act = Wnt/beta-catenin pathway activation. Wnt/beta-catenin reporter cell assay, activator, plate reader. activation, % at 9.35 µM. actives 1.2% (n = 300,000). AID 743398; in the data active = activation above about 30%, passing the limit was not always enough;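 note: 0% = neutral control wells and 100% = positive control wells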
RTF Ca sens inh = cardiac RTF calcium desensitization. IANBD-labeled cardiac RTF, Ca2+ fluorescence. P19429+P45379. AID 493244. inhibition, % at 7.15 µM. actives 0.12% (n = 340,000);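 active = inhibition above the mean inhibition of all tested compounds plus 3 SD, cut at about 17% in these data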;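 note: assay run at fixed EC70 calcium of 1.6 mM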
* = called active by the depositor; . = no result given.

SMILES	cardiac RTF act	Keap1 Nrf2 FP	MOR-DOR ag	V-ATPase pHluor	OPRM1-OPRD1 inv	Arr AP2 block	LANA DNA inh	Pemphigus Ab inh	Wnt act	RTF Ca sens inh
CN(C)c1nc(/C=C(\C#N)C(N)=O)c(Cl)n1-c1ccc(F)cc1	5	2	-2.2	-1	12	-18	-0.7	95	0	-2
Cc1c(C(=O)NNC(=O)c2ccccc2O)oc2ccc(Br)cc12	-18	-3	-1.6	-1	8	-10	0.4	104	2	-2
COc1cc(C(=O)OCc2cc(=O)n3ccsc3n2)ccc1OC(C)C	4	-1	0.0	2	0	9	0.1	114	6	-14
CN(c1ccccc1)S(=O)(=O)c1ccc(Cl)c(C(=O)OCC(=O)c2c(N)n(C)c(=O)n(C)c2=O)c1	-7	-2	-1.0	-1	4	9	3.2	102	-3	-3
Cc1ccc2nc(NC(=O)CCCc3nc4ccccc4s3)sc2c1	-2	-6	-1.6	-1	9	7	-0.6	111	.	-13
CC(=O)c1cccc(N(CC(=O)NC2CCCCC2)C(=O)CNC(=O)c2cccs2)c1	-7	-1	-1.2	-2	8	22	-0.4	.	-2	-5
Cc1cc(NC(=O)CSc2nnnn2-c2ccccc2)no1	1	-5	-0.4	-4	2	27	0.9	103	-9	-6
C=CCn1c(CNC(=O)c2ccco2)nnc1SCC(=O)N1c2ccccc2Sc2ccccc21	-6	-4	-1.7	-4	9	7	0.2	.	-2	-5
CCN(CC)CCNC(=O)c1ccccc1C(=O)c1ncc[nH]1	4	-3	-0.6	1	4	3	0.6	107	.	-12
CCCOc1ccccc1/C=C(\C#N)C(=O)Nc1cccnc1	-2	-3	-0.6	2	3	-3	-1.0	109	9	3
CCOC(=O)c1ccc(NC(=S)N2CCCC2)cc1	5	0	-1.6	0	8	10	-0.2	97	-1	3
Cc1nc(Sc2ccccc2)c(C#N)cc1-c1ccccc1	3	-1	5.8	5	-30	7	-0.2	97	.	-1
CCN(CC)S(=O)(=O)c1cccc(NC(=O)CN2C(=O)NC3(CCOc4ccccc43)C2=O)c1 (centres undefined)	1	-5	2.1	2	-14	-12	-1.5	99	-3	-5
O=C(NC1CCN(Cc2ccccc2)CC1)c1ccccc1	-3	1	-1.1	-2	6	3	-3.2	108	2	-3
NC(=S)n1[nH]c(-c2ccc([N+](=O)[O-])cc2)c(N=Nc2ccccc2[N+](=O)[O-])c1=O	0	-4	-2.8	5	15	-21	-0.5	74	-1	-6
O=C(O)c1ccc(S(=O)(=O)NC2CC2)cc1	-4	1	-3.8	4	20	7	-1.6	103	1	2
NC(=O)c1oc2ccccc2c1NC(=O)c1ccco1	-1	-3	-0.3	1	2	25	-1.5	106	-1	-14
Cc1cccc(-c2oc3ccccc3c2C#CCCCCO)c1	1	-1	-0.4	3	2	22	0.4	108	-3	-2
Cc1cccc(CCN(Cc2cc3cccc(C)c3[nH]c2=O)C(=O)N2CCOCC2)c1	3	-3	4.1	-2	-23	7	-1.5	94	-11	-5
COc1cc(NC(=O)c2ccccc2)c(OC)cc1NC(=O)Cc1ccc(Br)cc1	-1	1	2.5	1	-13	0	0.4	104	-3	-7
Cn1c(C(=O)OCC(=O)NCC2CCCO2)cc2sccc21 (centres undefined)	6	-8	-1.6	2	7	6	2.4	.	4	-7
Cc1ccc(-c2cc(-c3ccco3)c(C#N)c(=O)[nH]2)cc1	5	1	0.4	-3	-2	27	9.0	.	-8	-15
COC(/C=C/Nc1ccc(OC)cc1)=C(C#N)C#N	4	-8	1.1	-1	-6	-3	-2.1	104	.	-6
Cc1cccc(C(=O)NNC(=O)c2ccc(S(=O)(=O)N3CCOCC3)cc2)c1	3	-3	-1.3	4	7	-3	-0.9	109	0	11
COc1cccc(C(=O)Nc2c3c(nn2-c2cccc(C)c2C)CS(=O)C3)c1OC (centres undefined)	0	-3	-2.8	2	15	3	-1.3	96	.	5
C=CCN1C(=O)C(CC(=O)O)S/C1=N/N=C/c1ccc(N(CC)CC)cc1 (centres undefined)	-2	-4	-1.6	2	9	14	-1.0	107	-1	-18
O=C(CN1C2CCCC1CC(NC(=O)c1ccccc1)C2)Nc1nccs1 (centres undefined)	1	1	-1.7	3	10	17	0.6	.	-3	10
CCCOC(c1ccccc1)(c1ccc(C(F)(F)F)cc1)C(Oc1nc(C)cc(C)n1)C(=O)O (centres undefined)	-6	-6	1.3	-5	-7	12	1.7	131	-4	9
O=C1CCc2cc(S(=O)(=O)NC(Cc3ccccc3)C(=O)NCCC3=CCCCC3)ccc2N1 (centres undefined)	2	-3	-1.5	-1	8	-4	1.1	108	-6	-6
CCOC(=O)Nc1ccccc1C(=O)Nc1cc(C)cc(C)c1	4	-2	2.5	3	-12	1	0.5	106	4	-5
Cc1cc(C)cc(N(CC(=O)NC2CCCCC2)C(=O)CCCC(=O)Nc2ccccn2)c1	0	0	0.6	0	-4	0	-1.9	105	-3	-3
O=C(NC(=S)N1CCN(c2ccc(F)cc2)CC1)C12CC3CC(CC(C3)C1)C2	0	3	5.0	0	-26	3	0.1	101	-2	5
Cc1cc(-c2ccccc2)c(C#N)c(N)n1	-2	1	1.7	3	-7	3	0.5	90	1	-2
Cn1c(=O)c2c(nc(NCC(O)CO)n2CCc2ccccc2)n(C)c1=O (centres undefined)	-2	0	-3.5	1	14	0	2.1	111	-2	-6
CCCCN(C(=O)C1CCC1)c1c(N)n(Cc2ccccc2)c(=O)[nH]c1=O	1	-9	1.2	3	-5	-5	-1.1	.	-2	-7
CC1(C)NC(=O)N(CCOc2cccc(Cl)c2Cl)C1=O	-3	-1	-0.2	-4	1	27	-1.0	102	.	-3
O=C(N/N=C/c1ccccc1[N+](=O)[O-])c1ccncc1	2	0	0.5	2	-2	1	-1.4	113	-1	-8
Cc1cccc(-n2c(SCc3ccc(C#N)cc3)nnc2-c2c[nH]c3ccccc23)c1	-8	-5	-0.8	0	4	-8	-0.5	91	.	-9
CC(=O)N1CC2(CC(=O)OC(C)C)CN(C(C)=O)CC(CC(=O)OC(C)C)(C1)C2=O	3	-5	-2.8	3	16	-4	-3.3	101	.	-2
Cc1ccc(C(=O)N2CCCC(N(C)Cc3ccccc3)C2)s1 (centres undefined)	7	-5	0.2	-1	-1	0	-1.9	.	-2	-7
COc1ccc(CC(=O)Nc2cccc(C(C)=O)c2)cc1S(=O)(=O)N1CCOCC1	0	-6	1.0	-1	-4	49	-1.0	.	-1	7
C=C(Cl)COc1ccc2c(C)cc(=O)oc2c1	1	-1	-1.6	-3	9	-5	-0.5	103	.	-1
N/C(Cc1ccc(Cl)c(Cl)c1)=N\OC(=O)c1cccs1	-6	-1	0.8	2	-4	29	-0.4	96	.	-6
CCCCCC(=O)N(CN1C(=O)CCC1=O)c1ccccc1	2	-7	-2.2	2	12	4	0.1	103	.	-15
CC(=O)Oc1ccccc1C1OC(=O)c2ccccc2N1C(C)=O (centres undefined)	-8	4	-1.8	1	8	25	1.1	100	2	-5

A second format for 3 compounds above.
| canonical_smiles | cardiac RTF act | Keap1 Nrf2 FP | MOR-DOR ag | V-ATPase pHluor | OPRM1-OPRD1 inv | Arr AP2 block | LANA DNA inh | Pemphigus Ab inh | Wnt act | RTF Ca sens inh |
| --- | --- | --- | --- | --- | --- | --- | --- | --- | --- | --- |
| N/C(Cc1ccc(Cl)c(Cl)c1)=N\OC(=O)c1cccs1 | -6 | -1 | 0.8 | 2 | -4 | 29 | -0.4 | 96 | . | -6 |
| CCCCCC(=O)N(CN1C(=O)CCC1=O)c1ccccc1 | 2 | -7 | -2.2 | 2 | 12 | 4 | 0.1 | 103 | . | -15 |
| CC(=O)Oc1ccccc1C1OC(=O)c2ccccc2N1C(C)=O (centres undefined) | -8 | 4 | -1.8 | 1 | 8 | 25 | 1.1 | 100 | 2 | -5 |

Following part:
SMILES	cardiac RTF act	Keap1 Nrf2 FP	MOR-DOR ag	V-ATPase pHluor	OPRM1-OPRD1 inv	Arr AP2 block	LANA DNA inh	Pemphigus Ab inh	Wnt act	RTF Ca sens inh
CCCC(CCC)C(=O)Nc1ccncc1	1	-3	0.3	1	-1	3	-0.2	.	17	-7
Cc1cccc(C(=O)Nc2cccc(Br)c2)c1[N+](=O)[O-]	-4	-3	0.9	1	-6	18	0.8	88	0	-12
CCc1ccccc1NC(=O)c1ccc2c(c1)CCN2S(C)(=O)=O	2	-3	-0.9	-3	5	-12	0.6	104	-1	-2
CCn1c(C)nc2cc(C(=O)NNC(=S)NC(=O)c3ccccc3)ccc21	7	-3	-3.3	6	17	20	-1.2	99	-1	-1
O=C(O)C1CC=CCC1C(=O)NCc1ccccc1 (centres undefined)	6	-6	-0.6	0	3	-4	0.4	99	.	-2
O=C(Nc1ccc2c(c1)OCCO2)c1cccnc1	-6	-6	-1.5	-6	9	5	1.5	103	.	0
CC[C@]12c3[nH]c4ccc(OC)cc4c3CCN1C(=O)C(CC(=O)NCCCn1ccnc1)C[C@@H]2C(=O)N1CCN(C(=O)C2CC2)CC1 (some centres undefined)	-7	2	-3.9	-1	19	2	0.2	92	-3	0
CCc1ccc(S(=O)(=O)NCc2csc(C)n2)s1	-2	7	-1.8	-2	10	-2	1.9	98	-2	-4
S=C(NC1CCCC1)N1CCN(c2ccccn2)CC1	6	2	-0.6	1	3	-2	-0.7	102	-1	-2
O=c1[nH]c(SCc2cccc(Cl)c2)nc2c1CCCC2	-2	-4	1.5	-2	-8	-12	-0.7	98	-4	0
N#CCc1ccc(Oc2ncc(C(F)(F)F)cc2Cl)cc1	10	3	-0.2	1	1	37	0.9	109	0	-6
O=C(NCc1ccc(F)cc1)C1CC(=O)N(C2CCCC2)C1 (centres undefined)	-3	2	-1.9	-5	7	0	-1.5	107	1	4
O=C1c2ccccc2C(=O)N1/N=C/c1ccc(O)c(O)c1O	-3	-2	4.2	-2	-23	46	3.6	96	.	4
NNC(=O)c1ccc([N+](=O)[O-])c(CS(=O)(=O)c2ccc(Cl)cc2)c1	1	2	2.8	-3	-14	7	2.7	106	.	-1
COC(=O)c1ccsc1NC(=O)c1cccc(OC)c1	3	-3	7.0	-1	-33	4	0.4	111	-1	1
COc1ccc(C(=O)O/N=C2\CCS(=O)(=O)c3sccc32)cc1	1	-1	-0.5	3	2	24	0.7	100	-2	5
O=C(CC1NC(=O)NC1=O)Nc1ccccc1 (centres undefined)	-1	6	-2.5	-4	13	6	2.8	.	-1	3
O=C(NCCCN1CCCC1=O)Nc1ccc(Br)cc1Cl	-2	-2	-2.2	-7	9	-2	1.8	107	4	-3
CC(C)OCCCNC(=O)C1CCN(S(=O)(=O)c2ccc3nc4c(c(C(=O)O)c3c2)CCCCC4)CC1	-6	3	-2.4	1	12	11	-0.2	99	1	-6
CCOC(=O)N1CCN(C(=O)C(CC)n2nc(C)c3sc4ccccc4c3c2=O)CC1 (centres undefined)	-4	-8	-2.3	-1	12	0	-0.8	109	.	4
Cc1ccc(NS(=O)(=O)c2ccc(OCC(=O)NCc3ccccn3)cc2)cc1	-2	-4	-2.2	-2	11	-5	0.0	102	-6	-3
COc1ccc(C(=O)NC(=S)NNC(=O)c2ccccc2O)cc1	6	0	-2.1	0	10	0	0.5	103	-1	1
N#CCCn1c(SCC(=O)c2c[nH]c3ccccc23)nc2ccccc21	-4	1	-2.2	-3	9	0	4.0	.	-1	-8
CC(=O)NCCn1c(C)cc2ccccc21	2	-2	-1.1	-3	7	6	-1.1	99	6	-9
